Lipid storage S3 – qHTS Assay for Lipid Storage Modulators in Drosophila S3 Cells | lipid storage change, negative = inhibition, % at the top dose, mostly 46.1 µM; hits show Potency in µM | Drosophila S3 cells, BODIPY lipid droplet fluorescence, 18-24 h; cells fed with added oleic acid | 320,000 tested, 0.64% active; active means well fitted inhibition curve with a large enough effect in the signal ratio, with a control signal flat, not every such curve was filed as active; inconclusive means small, poorly fitted or top-dose-only effect, or effect the other way, or a change in a side signal; the % refers to the signal ratio
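Drosophila S3 cells loaded with oleic acid (400 uM, as added) and compounds at several concentrations; lipid droplets imaged by 488-nm laser-scanning cytometry, 500–530 nm intensity and object ratio to cell channel. Percent activity normalized to 20 uM Triacsin C.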
Lipid storage S3 cell count max – further read-out of Lipid storage S3, marked with its call; cell number change, %; measured here: cell count max response;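 cells counted by Cell Tracker Red CMTPX staining in the red channel; peak over a dose series mostly up to 46.1 µM; percent activity relative to internal control wells on each plate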
* hit, by the source's call; i = inactive; ? = inconclusive; · = no result given; [ ] = another dose, or the depositor's remark. On the % scale 0 is the no-effect control and ±100 the full control effect; potency means the concentration at half of the fitted maximal effect. These rows are one share of the data; the hit share may differ from the screen's.

SMILES	Lipid storage S3	Lipid storage S3 cell count max
CCN(CC)CCNC(C(=O)Nc1cccc(C(C)=O)c1)c1ccccc1 (stereo unspecified)	7%	13
C[C@H](NC(=O)Cn1cncn1)c1ccccc1	?	·
O=C(NCCS(=O)(=O)c1ccc(Br)cc1)c1c(F)cccc1F	5%	2
COc1cc2c(cc1OC)C(=O)N1[C@H]3c4cc(Cl)ccc4OC[C@@H]3[C@H](c3ccccc3)[C@]1(C)C(=O)N2	2.1µM*	-5.5*
CC(=O)N1CCN(c2ccc(NC(=O)c3ccc([N+](=O)[O-])cc3)cc2)CC1	-18%	-18
CCC1CCc2c([nH]c3ccccc3c2=O)O1 (stereo unspecified)	?	·
CC(C)c1c(C(=O)N/N=C/C2CC=CCC2)nnn1-c1nonc1N (stereo unspecified)	i	-3
O=C(CSc1nc2ccc(Cl)cc2[nH]1)NCc1ccco1	?	·
CCOC(=O)c1c(C)cc(C)n2c1nc1ccccc12	-11%	-12
COC(=O)C(Cc1ccccc1)NC(=O)c1ccc(C)cc1 (stereo unspecified)	-2%	10
CCOC(=O)CCc1c(C)c2ccc(OCc3cc([N+](=O)[O-])ccc3OC)cc2oc1=O	?	·
O=C(CN1CCC2(CC1)OCCO2)c1ccc2cc[nH]c2c1	?	·
Cc1sc2nc3n(c(=O)c2c1C)CCCCC3	1%	14
COc1cccc(NC(=O)C2c3cc(OC)c(OC)cc3C(=O)N(C)C2c2cccnc2)c1 (stereo unspecified)	-12%	-11
C=CCSc1nc2ccccc2n1S(=O)(=O)c1ccc(C)cc1	1%	25
O=C1C2C3C=CC(CC3)C2C(=O)N1c1nccs1 (stereo unspecified)	12%	-9
Cc1ccc(C(=O)N(Cc2ccc3c(c2)OCO3)Cc2nc3ccccc3c(=O)[nH]2)cc1	?	·
COc1cccc(CN(C(=O)Cc2c[nH]c3ccccc23)C(C(=O)NC2CCCCC2)c2ccc(C)o2)c1 (stereo unspecified)	?	·
O=C(Cn1ccc2ccccc2c1=O)NCC(=O)N1CCCCC1	?	·
Cc1nc(-c2ccc(Cl)cc2)sc1C(=O)O	1%	-7
CN1CCC(NC(=O)NC2CCCCC2)CC1	3%	-14
CCN(C(=O)CSc1nc2ccccc2n1CCc1ccccc1)C1CCS(=O)(=O)C1 (stereo unspecified)	?	·
CCCCCCNC(=O)CCCCCNS(=O)(=O)c1ccc(Br)cc1	4%	7
O=C(Oc1ccc(F)cc1)c1cccnc1	i	2
CC(C)(C)NC(=O)c1nc2ccccc2s1	?	·
N#Cc1c(N2CCN(C(=O)c3ccccc3)CC2)nc(-c2ccccc2)c2c1CCCC2	?	·
CCOc1ccccc1OCCCC(=O)N1CCN(S(=O)(=O)c2cccc(F)c2)CC1	?	·
Cc1cccc(C(=O)N/N=C2\CS(=O)(=O)N(C)c3ccsc32)c1	?	·
N=c1c2c(-c3ccccc3)c(-c3ccccc3)oc2ncn1Cc1ccco1	-11%	-11
CCN(CC(=O)Nc1ccc2c(c1)OCCO2)C(=O)COc1cc(C)ccc1Cl	?	·
CCOC(=O)CC(NC(=O)CCS(=O)(=O)c1ccc2c(c1)n(C)c(=O)c(=O)n2C)c1ccc(C)cc1 (stereo unspecified)	?	·
Cn1c(SCc2c(Cl)cccc2Cl)nc(C(F)(F)F)cc1=O	?	·
CCOC(=O)c1[nH]c2ccc(OC)cc2c1NC(=O)CCN1CCCC(C)C1 (stereo unspecified)	?	·
Cc1cccc(C(=O)NCC(=O)NCCCSc2ccccc2)c1	?	·
CCCCNC(=O)CCn1nc(-c2ccc(C)cc2)c2ccccc2c1=O	-18%	14
Cc1ccc(SCCNC(=O)/C=C/c2ccc([N+](=O)[O-])cc2)cc1	?	·
COc1ccccc1C(=O)NCCSCc1ccccc1Cl	?	·
CCOC(=O)c1sc(NC(=O)c2ccccc2OCC)nc1C	5%	7
Cn1c(NCCCO)nc2c(c1=O)C1(CCCCC1)Cc1ccccc1-2	?	·
O=C(CN(C(=O)CNC(=O)c1ccco1)c1ccc(Cl)c(Cl)c1)NC1CCCCC1	?	·
CCN1CCN(C(=S)Nc2ccccc2Cl)CC1	?	·
COc1ccc(C(CNC(=O)c2cccc(S(=O)(=O)N3CCCCC3)c2)N2CCCC2)cc1 (stereo unspecified)	-10%	-8
CCC(C)(C(=O)NC1CCCCC1)N(Cc1cccs1)C(=O)CC1NC(=O)NC1=O (stereo unspecified)	-4%	4
CCOC(=O)c1cccc(NC(=O)c2cc3sccc3n2C)c1	i	-26
O=C(NCC1CCCO1)c1onc(CSc2ccc(F)cc2)c1C(=O)O (stereo unspecified)	16%	0
CCSc1nnc([C@H](Cc2c[nH]c3ccccc23)NC(=O)OC(C)(C)C)o1	i	2
CCOc1ccc(NC(=O)Nc2ccc3nsnc3c2)cc1	-8%	4
O=[N+]([O-])c1cccnc1N1CCOCC1	?	·
CN(C(=O)CSc1ncnc2sccc12)C1CCCCC1	?	·
O=C(Nc1ccccc1N1CCN(C(=O)c2ccc(Cl)cc2)CC1)c1cccnc1	?	·
The list continues:
SMILES	Lipid storage S3	Lipid storage S3 cell count max
N#Cc1cnn(Cc2ccc(Cl)cc2)c1N	?	·
CC(C)C(=O)N(c1ccc2oc(=O)sc2c1)S(=O)(=O)c1cccs1	?	·
CN(C(=O)c1ccc(NC(=O)Cc2ccc(NC(=O)C3CCCN(C(=O)c4ccccc4)C3)cc2)cc1)C1CC1 (stereo unspecified)	?	·
COc1ccc(S(=O)(=O)Cc2ccc(C(=O)N3CC(C)CC(C)C3)o2)cc1 (stereo unspecified)	?	·
COC(=O)c1ccccc1NC(=O)CSc1ncccn1	17%	9
Cc1ccc(C(=O)O)cc1NC(=O)c1ccc(Cn2nc(C)c(Cl)c2C)o1	4%	3
CN(C)C(=O)COc1ccc(Br)cc1	?	·
CN(C)S(=O)(=O)c1ccc2c(c1)c(=O)c(C(=O)N1CCOCC1)cn2C	30%[9.22 µM]	·
COc1ccccc1/C=C/C=c1\sc2nc(=O)c(Cc3ccccc3)nn2c1=O	i	23
CCOC(=O)N1CCC(NC(=O)c2cnc3n(c2=O)CCS3)CC1	-2%	1

Reformatted in markdown: part of the list above.
| Molecule | Lipid storage S3 | Lipid storage S3 cell count max |
| --- | --- | --- |
| CCN1CCN(C(=S)Nc2ccccc2Cl)CC1 | ? | · |
| COc1ccc(C(CNC(=O)c2cccc(S(=O)(=O)N3CCCCC3)c2)N2CCCC2)cc1 (stereo unspecified) | -10% | -8 |
| CCC(C)(C(=O)NC1CCCCC1)N(Cc1cccs1)C(=O)CC1NC(=O)NC1=O (stereo unspecified) | -4% | 4 |
| CCOC(=O)c1cccc(NC(=O)c2cc3sccc3n2C)c1 | i | -26 |
| O=C(NCC1CCCO1)c1onc(CSc2ccc(F)cc2)c1C(=O)O (stereo unspecified) | 16% | 0 |
| CCSc1nnc([C@H](Cc2c[nH]c3ccccc23)NC(=O)OC(C)(C)C)o1 | i | 2 |
| CCOc1ccc(NC(=O)Nc2ccc3nsnc3c2)cc1 | -8% | 4 |
| O=[N+]([O-])c1cccnc1N1CCOCC1 | ? | · |
| CN(C(=O)CSc1ncnc2sccc12)C1CCCCC1 | ? | · |
| O=C(Nc1ccccc1N1CCN(C(=O)c2ccc(Cl)cc2)CC1)c1cccnc1 | ? | · |
| N#Cc1cnn(Cc2ccc(Cl)cc2)c1N | ? | · |
| CC(C)C(=O)N(c1ccc2oc(=O)sc2c1)S(=O)(=O)c1cccs1 | ? | · |
| CN(C(=O)c1ccc(NC(=O)Cc2ccc(NC(=O)C3CCCN(C(=O)c4ccccc4)C3)cc2)cc1)C1CC1 (stereo unspecified) | ? | · |
| COc1ccc(S(=O)(=O)Cc2ccc(C(=O)N3CC(C)CC(C)C3)o2)cc1 (stereo unspecified) | ? | · |
| COC(=O)c1ccccc1NC(=O)CSc1ncccn1 | 17% | 9 |
| Cc1ccc(C(=O)O)cc1NC(=O)c1ccc(Cn2nc(C)c(Cl)c2C)o1 | 4% | 3 |
| CN(C)C(=O)COc1ccc(Br)cc1 | ? | · |

The listing continues:
SMILES	Lipid storage S3	Lipid storage S3 cell count max
COc1ccc(-c2nnn(Cc3nc(N)nc(N4CCOCC4)n3)n2)cc1OC	i	-2
COc1cccc(N2CCN(C(=O)CC(NC(=O)c3ccccc3)c3ccccc3)CC2)c1 (stereo unspecified)	?	·
Cc1nc(-c2ccccc2)sc1-c1nnc(C2CC2)o1	10%	16
C/C(=N\Nc1nc(N)cc(Cl)n1)c1ccc(F)cc1	6%	11
O=C(NNC(=O)c1cccnc1)Nc1ccccc1	10%	19
CC(C)c1ccc(NS(=O)(=O)c2cccc3cccnc23)cc1	-4%	·
Cc1c(CN2CCC(CO)(CCOc3ccccc3)CC2)c(=O)n(-c2ccccc2)n1C	3%	·
CC(/C=N/n1c(-c2ccccc2)n[nH]c1=S)=C\c1ccco1	i	-31
O=Cc1ccc(OCC(=O)Nc2ccccc2-c2ccccc2)cc1	8%	18
COc1ccc(CCC(=O)NCc2ccccc2Cl)cc1OC	?	·
CCOC(=O)C1C(O)=CC(=O)CC1c1ccccc1 (stereo unspecified)	?	·
Cc1ccc(-n2nc3c4c(cccc4c2=O)-c2ccccc2-3)cc1	6%	-3
Cc1ccccc1C(=O)NC1CCN(CC(=O)Nc2ccccc2)CC1	-10%	-25
Cc1cccc(NC(=O)CSc2nc(C)c(CC(=O)c3ccc(Br)cc3)c(C)c2C#N)c1C	?	·
NNC(=O)c1ccc(-c2cccc([N+](=O)[O-])c2)o1	?	·
Cn1cnnc1SCCOc1ccc(Cl)cc1	?	·
COc1cccc(C(=O)N(Cc2cc3cc(C)ccc3[nH]c2=O)CC2CCCO2)c1 (stereo unspecified)	?	·
COc1ccc(NC(=O)CN(C)C(=O)C23CC4CC(CC(C4)C2)C3)cc1	1%	0
CCOc1ccc(S(=O)(=O)N2CCCC(C(=O)Nc3cc(C)cc(C)c3)C2)cc1 (stereo unspecified)	?	·
CCCNC(=O)c1ccc(CN2CCOCC2)cc1	-6%	9
Cc1ccc(C(=O)OCC(=O)NC2CCCCC2)o1	-12%	-12
COc1ccc(Cn2c(C)nnc2-c2cnn(C)c2N)cc1OC	?	·
COc1cc(NS(=O)(=O)c2ccc(NC(=S)NC(=O)C(C)(C)C)cc2)nc(OC)n1	?	·
CC(=O)C1=C(C)NC(SCC(=O)c2ccc(Cl)c(Cl)c2)=C(C#N)C1c1ccco1 (stereo unspecified)	?	·
CC(=O)N1CCN(c2ccc(NC(=O)COc3ccc(Cl)cc3Cl)cc2)CC1	?	·
Cc1cc(NC(=O)c2ccccc2F)n(-c2nc3ccccc3[nH]2)n1	?	·
Cc1c(C)[n+](=O)c2c(n1[O-])CCC2	?	·
COc1ccccc1NC(=S)N(CCc1nc2cc(C)c(C)cc2[nH]1)Cc1cccnc1	?	·
Cc1ccc(S(=O)(=O)N2CCN(C(=O)N3CCOCC3)C2c2ccc(N(C)C)cc2)cc1 (stereo unspecified)	i	·
COc1ccc(-c2csc(NC(=O)c3cc(-c4cccs4)nc4ccccc34)n2)c(OC)c1	10%	6
COc1cc(S(=O)(=O)Nc2cccc(C)c2)ccc1N=Cc1c(C)[nH]n(-c2ccccc2)c1=O	i	-18
CCOc1cc(C(=O)N/N=C\c2cn(CC)nc2C)cc(OCC)c1OCC	?	·
COc1ccccc1-c1noc(-c2cccnc2)n1	?	·
Nc1cc2c(cc1C(=O)c1ccc(Cl)cc1)OCCO2	?	·
Cc1cccn2cc(CCNC(=O)Cc3cccs3)nc12	11%	13
CCOC(=O)c1ccc(N2C(=O)CC(Sc3nnc(C)s3)C2=O)cc1 (stereo unspecified)	7%	1
CCCN(CC(=O)Nc1ccccc1C)C(=O)c1ccc(C2SCCS2)cc1	?	·
C#CCOCCOCCOCCNc1nc(N2CCN(C(=O)[C@H](CCCCN)n3cc([C@@H](N)CO)nn3)CC2)nc(N2CCN(C(=O)[C@H](Cc3cc4ccccc4[nH]3)n3cc([C@@H](N)Cc4ccc(O)cc4)nn3)CC2)n1	1%	3
CCN=C(NC#N)SCc1c(F)cccc1Cl	1%	14
Oc1c(C=NCc2ccncc2)sc2ccccc12	i	-2
Cc1ccc(NC(=O)CN(C)C(=O)C(C)OC(=O)CNC(=O)c2ccc(Cl)c([N+](=O)[O-])c2)cc1 (stereo unspecified)	?	·
COc1ccc(C(=O)COC(=O)C(C)N2C(=O)C3C4CCC(C4)C3C2=O)cc1 (stereo unspecified)	?	·
COc1cccc(C2C(=O)N(C3CCCCC3)CC(=O)N2Cc2ccc(F)cc2)c1 (stereo unspecified)	0%	1
CCC(C)NC(=O)[C@@H]1CCCN1C(=O)C1CCN(S(=O)(=O)c2ccc(C)cc2)CC1 (stereo partly specified)	i	6
CCOc1ccccc1C(=O)NCCCn1ccnc1	i	·
O=c1c2cnn(-c3ccc(F)cc3)c2ncn1Cc1ccccn1	?	·
COc1ccc(CN2CCNC(=O)C2CC(=O)N(C)Cc2ccon2)c(F)c1 (stereo unspecified)	?	·
CCOc1cc(S(=O)(=O)N2CCN(CC)CC2)ccc1Cl	i	-13
CCc1ccc(NC(=O)C2CCN(S(=O)(=O)c3c(C)[nH]c(=O)[nH]c3=O)CC2)cc1	-5%	6
COc1ccccc1C(=O)N(CCN(C)C)c1nc2cc(C)cc(C)c2s1	-13%	-14
Next entries:
SMILES	Lipid storage S3	Lipid storage S3 cell count max
CCCCC(=O)OCc1c(-c2cccc(OC)c2)ncc2ccccc12	?	·
Cn1ccnc1C(=O)c1cc(SCC(=O)NC2CC2)nc2ccccc12	?	·
COc1ccc2nc(SCCOC(=O)Nc3ccc(Cl)cc3)nc(C)c2c1	?	·
Cc1ccc(C)c(-n2c3nc(=O)[nH]c(=O)c-3cc3cc([N+](=O)[O-])ccc32)c1	?	·
CSc1nc(-c2ccccc2)nn1C(=O)c1ccco1	-3%	-6
C=CCOn1c(=O)c(-c2ccc(OC)cc2)[n+]([O-])c2ccccc21	?	·

Bioassay records from PubChem.
